POLK inh – blocks human DNA polymerase kappa activity. Q9UBT6. purified Pol kappa, fluorescent DNA synthesis assay, 10 min. Potency, µM (highest dose often 107 µM), for inactives: at the top dose activity, negative = inhibition, usual class: inhibitors. hit rate 0.53% among 400,000; note: % is set by controls: 0 for no effect and ±100 for the full control effect
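Here, compound and 10 nM enzyme are combined for 15 min at room temperature; adding 50 nM substrate (final) starts DNA synthesis, tracked by fluorescence at 0 and 10 min against buffer-only wells.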
Pol eta inh – blocks human DNA polymerase eta activity. Q9Y253. recombinant Pol eta, fluorescent DNA replication assay. Potency, µM (titrated, usually from 114 µM), for inactives: top-dose activity change, negative = inhibition, actives largely listed as inhibitors. hit rate 1.2% among 390,000; note: % is set by controls: 0 for no effect and ±100 for the full control effect
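Fluorescent replication assay: 50 nM final substrate added after a 15 min room-temperature compound preincubation with 10 nM enzyme. Signal taken at 0 min and again at 10 min.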
Pol beta inh – DNA polymerase beta (human) inhibition; P06746; Pol beta primer extension/strand displacement, fluorescence kinetic; Potency, µM (highest dose often 114 µM), inactives show at the highest dose activity change, negative = inhibition, hits mostly inhibitors; hit rate 1.3% among 340,000; note: % is set by controls: 0 for no effect and ±100 for the full control effect
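10 nM enzyme + cpd, 15 min RT; start with substrate 50 nM final; read 0 min and after 10 min RT. Corrected, normalized data; 4-parameter Hill curve fit.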
JMJD2A Tudor – JMJD2A Tudor domain (human) inhibition. hit rate 4.4% among 390,000. AlphaScreen JMJD2A-Tudor / H3K4me3 peptide binding. Potency, µM (highest dose often 114 µM), for the others: top-dose activity change, negative = inhibition, usual class: inhibitors; note: % is set by controls: 0 for no effect and ±100 for the full control effect; nearly all actives have a fitted effect of over 50% in size
BAZ2B inh – blocks human BAZ2B | Q9UIF8 | AlphaScreen BAZ2B-H3K14Ac peptide displacement | Potency, µM (series often up to 114 µM), for inactives: at the top dose activity change, negative = inhibition, actives largely listed as inhibitors | hit rate 4.4% among 360,000 | AID 504333; note: % is set by controls: 0 for no effect and ±100 for the full control effect; nearly all actives have a fitted effect of over 60% in size
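Protein-peptide AlphaScreen: BAZ2B 50 nM, b-H3K14Ac 50 nM, 1x PBS pH 7.4 + 0.01% Tween-20. Preincubation 30 min RT; cpd 30 min RT (top 110 uM); beads 20 min RT, light-protected.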
G9a inh – blocks human histone lysine methyltransferase G9a | G9a H3K9 monomethylation, AlphaScreen, 2 h | hit rate 8.8% among 350,000 | Potency, µM (titrated, usually from 102 µM), for inactives: at the top dose activity, negative = inhibition, actives largely listed as inhibitors | AID 504332 | Q96KQ7; note: % is set by controls: 0 for no effect and ±100 for the full control effect; nearly all actives have a fitted effect of over 75% in size
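Chemiluminescent proximity detection of H3K9 monomethylation, read after 10 min bead incubation in the dark. Reaction: 20 nM G9a, 500 nM biotin-H3K9 peptide, 20 uM SAM cofactor, 2 h, room temperature, following 15 min enzyme-compound preincubation.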
APE1 inh – blocks human APE1 abasic DNA cleavage; recombinant APE1, TAMRA/BHQ-2 abasic DNA cleavage fluorescence; hit rate 0.35% among 350,000; Potency, µM (titrated, usually from 65.8 µM), for inactives: top-dose activity change, negative = inhibition, most hits filed as inhibitors; AID 2517; P27695;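 note: plate controls were vehicle for no effect and reference inhibitor for full effect; nearly all actives have a fitted effect of over 55% in size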
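APE1 at 0.75 nM final was preincubated with compound 15 min at room temperature, then 50 nM double-stranded THF abasic-site substrate (5'-TAMRA/3'-BHQ-2) was added. Fluorescence (ex 525/em 598 nm) was read kinetically; third-minus-first read gave activity.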
Pol iota inh – DNA polymerase iota (human) inhibition | Q9UNA4 | Pol iota fluorescent replication assay, 10 min | Potency, µM (top dose mostly 115 µM), for inactives: at the top dose activity, negative = inhibition, usual class: inhibitors | hit rate 1% among 390,000 | AID 588590
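Fluorescent replication assay read twice, at 0 min and 10 min after adding 50 nM (final) substrate. Enzyme (10 nM) and compounds were first incubated 15 min at room temperature; enzyme-free buffer wells were negative controls.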
BLM inh – Bloom syndrome helicase (human) inhibition. recombinant BLM DNA unwinding, fluorescence dequenching. Potency, µM (titrated, usually from 56.1 µM), inactives show at the highest dose activity change, negative = inhibition, usual class: inhibitors. P54132. hit rate 0.2% among 350,000;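 note: plate controls were vehicle for no effect and no enzyme for full effect; nearly all actives have a fitted effect of over 35% in size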
Starred values were filed as active, the others as inactive; [ ] = dose if it differs, or a comment. Calls come from the whole dose curve; as a rule, active = well fitted curve in the direction sought with a large enough effect; inconclusive = small, poorly fitted or top-dose-only effect, or another doubt; inactive = no such curve, though single readings can be large; an effect the other way counts as inactive or inconclusive. Potency is the fitted concentration of half-maximal effect.

Results for CCC(CC)C(=O)Nc1cccc(C(=O)N2CCCC2)c1 ?
POLK inh: -2.0%; Pol eta inh: 2.5%; Pol beta inh: 0.5%; JMJD2A Tudor: -2.4%; BAZ2B inh: 5.2%; G9a inh: -20.8%[12.7 µM]; APE1 inh: -2.7%; Pol iota inh: inconclusive; BLM inh: -1.6%

What do the screens show for `CSCCC(NC(=O)COc1ccccc1)C(=O)OCCOc1ccc(C)cc1` (stereo not given)?
POLK inh: -1.2%; Pol eta inh: -10.2%; JMJD2A Tudor: -5.0%; BAZ2B inh: -6.1%; G9a inh: inconclusive; APE1 inh: -18.6%; Pol iota inh: 3.7%

How did S=c1[nH]nc2nnc3ccccc3n12 do in these assays?
POLK inh: -1.1%; Pol eta inh: -21.5%; Pol beta inh: -6.5%; JMJD2A Tudor: -18.9%; BAZ2B inh: inconclusive; G9a inh: 3.16µM*; APE1 inh: -3.7%; Pol iota inh: -10.4%; BLM inh: -5.5%

What do the screens show for `Cc1ccc(NC(=O)Cc2csc(C)n2)c(C)c1`?
POLK inh: 9.0%; Pol eta inh: -0.9%; Pol beta inh: 43.7%; JMJD2A Tudor: -10.4%; BAZ2B inh: 3.0%; G9a inh: 10.4%[59 µM]; Pol iota inh: -5.2%; BLM inh: -0.8%

What do the screens show for `Cc1occc1C(=O)Nc1ccccc1C(=O)O`?
POLK inh: -8.7%; Pol eta inh: 5.5%; Pol beta inh: 5.2%; JMJD2A Tudor: -16.7%; BAZ2B inh: -31.2%; G9a inh: inconclusive; APE1 inh: -2.6%; Pol iota inh: 0.0%; BLM inh: -0.5%

Results for COc1ccc(CNC(=O)C2(CC3CC(c4ccccc4)=NO3)CCN(C(=O)OC(C)(C)C)CC2)cc1 (stereo not given) ?
POLK inh: 0.2%; Pol eta inh: -8.2%; JMJD2A Tudor: -17.2%; Pol iota inh: 25.4%

How did COc1ccc(CCNC(=O)C2CC2)cc1 do in these assays?
POLK inh: -8.4%; Pol eta inh: -1.9%; JMJD2A Tudor: -17.7%; Pol iota inh: 35.6%[activator]

How did CCCc1nn(-c2cc(Cl)ccc2OC)c2c1C(=O)CC(C)(C)C2 do in these assays?
POLK inh: 6.8%; Pol eta inh: -9.3%; Pol beta inh: 13.1%; JMJD2A Tudor: 6.4%; BAZ2B inh: 7.7%; G9a inh: -1.9%; APE1 inh: -3.2%; Pol iota inh: 22.3%; BLM inh: -0.8%

What do the screens show for `CCCCn1c(=O)n(CC(=O)NCc2ccc(C)cc2)c(=O)c2c1nc(CO)n2CCC`?
POLK inh: -18.6%; Pol eta inh: -18.2%; Pol beta inh: 1.7%; JMJD2A Tudor: -9.0%; BAZ2B inh: 40.0%[activator]; G9a inh: inconclusive; APE1 inh: -5.7%; Pol iota inh: -1.2%; BLM inh: 1.8%

Results for Cc1occc1C(=O)Nc1ccc(Br)cc1F ?
POLK inh: -12.4%; Pol eta inh: 14.4%; Pol beta inh: 6.5%; JMJD2A Tudor: -6.6%; BAZ2B inh: -9.0%; G9a inh: inconclusive; APE1 inh: 11.5%; Pol iota inh: 6.7%; BLM inh: -7.2%

How did O=C(c1ccccc1Oc1ccccc1)N1CCN(c2ccccc2F)CC1 do in these assays?
POLK inh: -2.1%; Pol eta inh: -9.0%; Pol beta inh: -12.2%; JMJD2A Tudor: -15.6%; BAZ2B inh: -9.2%; G9a inh: -1.0%[12.7 µM]; APE1 inh: 1.1%; Pol iota inh: 7.2%; BLM inh: -9.3%

What do the screens show for `O=C(O)c1ccc(S(=O)(=O)N2CCc3ccccc3C2)cc1`?
POLK inh: 8.5%; Pol eta inh: -12.2%; Pol beta inh: 48.5%; JMJD2A Tudor: inconclusive; BAZ2B inh: -31.2%; APE1 inh: 7.7%; Pol iota inh: 1.2%; BLM inh: -0.2%

Results for CCCCOc1ccc(C(=O)N=c2sccn2C)cc1OC ?
POLK inh: 5.0%; Pol eta inh: -15.0%; Pol beta inh: -0.4%; JMJD2A Tudor: -20.2%; BAZ2B inh: -9.6%; G9a inh: 6.8%; APE1 inh: 14.4%; Pol iota inh: 23.0%; BLM inh: -1.2%

Results for COc1cc(C(=O)N(Cc2ccc(N(C)C)cc2)C2CCS(=O)(=O)C2)cc(OC)c1OC (stereo not given) ?
POLK inh: -9.9%; Pol eta inh: 2.1%; Pol beta inh: 5.6%; JMJD2A Tudor: -6.1%[11.4 µM]; BAZ2B inh: -22.1%; G9a inh: inconclusive; APE1 inh: 7.2%; Pol iota inh: 8.5%; BLM inh: 1.2%

Results for O=C(NCc1cccc(C(F)(F)F)c1)c1ccc2c(c1)OCO2 ?
POLK inh: -9.8%; Pol eta inh: -11.4%; Pol beta inh: 5.9%; JMJD2A Tudor: -1.0%; BAZ2B inh: 1.8%; APE1 inh: -4.5%; Pol iota inh: -7.2%; BLM inh: -1.1%

Results for CC(=O)N(c1nc(CCl)cs1)c1cccc(C)c1C ?
POLK inh: -12.7%; Pol eta inh: -15.3%; Pol beta inh: 7.1%; JMJD2A Tudor: -17.9%; BAZ2B inh: inconclusive; G9a inh: inconclusive; APE1 inh: -7.2%; Pol iota inh: 22.5%; BLM inh: -3.3%

How did C/C(=N\N=C(N)N)c1cccc([N+](=O)[O-])c1 do in these assays?
POLK inh: -20.7%; Pol eta inh: -9.5%; Pol beta inh: 11.7%; JMJD2A Tudor: -24.3%; BAZ2B inh: 23.0%; G9a inh: -3.5%[59 µM]; APE1 inh: 14.2%; Pol iota inh: -2.1%; BLM inh: -3.9%

What do the screens show for `CCOc1ccc(/C(O)=C2/C(=O)C(=O)N(CC3CCCO3)C2c2ccc(C)o2)cc1` (stereo not given)?
POLK inh: -0.1%; Pol eta inh: -20.6%; Pol beta inh: 20.0%; JMJD2A Tudor: inconclusive; BAZ2B inh: -7.4%; G9a inh: 34.2%[12.7 µM]; APE1 inh: -1.3%; Pol iota inh: 18.6%; BLM inh: -0.5%

How did C/C(=N\NC(=O)CC1N=C(Cc2ccccc2)NNC1=O)c1ccncc1 (stereo not given) do in these assays?
POLK inh: 10.5%; Pol eta inh: -11.2%; Pol beta inh: 49.0%; JMJD2A Tudor: -5.3%; BAZ2B inh: 4.1%; APE1 inh: 8.7%; Pol iota inh: 32.8%; BLM inh: -0.5%

Results for CN(Cc1ccccc1)S(=O)(=O)c1ccc(Cl)c(C(=O)O)c1 ?
POLK inh: -6.5%; Pol eta inh: 6.3%; Pol beta inh: 20.2%; JMJD2A Tudor: -5.6%; BAZ2B inh: 10.3%; G9a inh: -36.4%; APE1 inh: 7.0%; Pol iota inh: -12.5%; BLM inh: 1.5%

What do the screens show for `CCOc1ccc(CNc2cc(C)nc3nc(-c4cccc(C)c4)nn23)cc1OC`?
POLK inh: -3.5%[60.1 µM]; Pol beta inh: -1.6%; JMJD2A Tudor: -24.6%; BAZ2B inh: -19.3%; G9a inh: 1.4%[59 µM]; Pol iota inh: 4.0%; BLM inh: -3.7%

Results for Cn1c(-c2cc(Br)ccc2O)n[nH]c1=S ?
POLK inh: -2.7%; Pol eta inh: -2.1%; Pol beta inh: 7.0%; JMJD2A Tudor: 4.47µM*; BAZ2B inh: -33.1%; G9a inh: 0.501µM*; APE1 inh: 0.7%; Pol iota inh: 14.3%; BLM inh: -3.1%

What do the screens show for `Cc1ccc(S(=O)(=O)N2C[C@@H]3CCCC[C@@H]3[C@@H](C)[C@H]2CC(=O)c2ccccc2)cc1`?
POLK inh: -3.9%; Pol eta inh: -6.2%; JMJD2A Tudor: -20.9%; APE1 inh: -0.8%; Pol iota inh: -2.4%

How did CC(C)(C)OC(=O)N1CCC(c2c(C(=O)NC3CCCCC3)cnn2-c2cccc(Cl)c2)CC1 do in these assays?
POLK inh: 0.0%; Pol eta inh: -9.3%; Pol beta inh: -23.4%; JMJD2A Tudor: -32.4%; BAZ2B inh: 4.5%[57.1 µM]; G9a inh: -10.8%[59 µM]; Pol iota inh: -7.0%; BLM inh: -7.8%

How did Cn1cc(C(=O)N2CCc3ccccc3C2)c(=O)c2cc(S(=O)(=O)N3CCOCC3)ccc21 do in these assays?
POLK inh: 3.4%; Pol eta inh: -11.0%; Pol beta inh: 28.0%; JMJD2A Tudor: -2.1%; BAZ2B inh: 2.3%; G9a inh: 36.1%; APE1 inh: -3.4%; Pol iota inh: 5.6%; BLM inh: -11.6%

How did CCCCNC(=O)CCCN1C(=O)c2ccccc2Sc2ncccc21 do in these assays?
POLK inh: 0.1%; Pol eta inh: -11.9%; Pol beta inh: -5.9%; JMJD2A Tudor: 8.1%; BAZ2B inh: -5.1%; G9a inh: 13.0%[59 µM]; Pol iota inh: 1.2%; BLM inh: 2.5%

Results for Cc1ccnc(S(=O)(=O)Cc2ccc([N+](=O)[O-])cc2)n1 ?
POLK inh: 7.7%; Pol eta inh: -5.2%; Pol beta inh: 48.7%; JMJD2A Tudor: 2.0%; BAZ2B inh: -6.9%; G9a inh: 9.2%; APE1 inh: -8.5%; Pol iota inh: inconclusive; BLM inh: -1.2%

How did Cc1nc(SCC(=O)NCC(F)(F)F)c2c(-c3cccs3)csc2n1 do in these assays?
POLK inh: -4.2%; Pol eta inh: 0.0%; Pol beta inh: 23.9%; JMJD2A Tudor: -5.5%; BAZ2B inh: 12.6%; G9a inh: -8.3%[59 µM]; APE1 inh: 0.4%; Pol iota inh: -21.0%; BLM inh: 2.2%

Results for COc1ccc(CCNCc2ccccc2N2CCCC2)cc1 ?
POLK inh: 6.3%; Pol eta inh: -11.4%; Pol beta inh: 87.0%; JMJD2A Tudor: 20µM*; BAZ2B inh: 56.2µM*; G9a inh: inconclusive; APE1 inh: 3.4%; Pol iota inh: 6.1%; BLM inh: -0.8%

High-throughput results: PubChem BioAssay, National Center for Advancing Translational Sciences (NCATS)

The list is partial. The share of hits here may be higher or lower than overall.
